# Screens as filed in PubChem BioAssay.
# ERK EGF block – qHTS Assay for Inhibitors of the ERK Signaling Pathway using a Homogeneous Screening Assay; Stimulation with EGF. hit rate 0.41% among 130,000. HEK293-V1b, EGF-stimulated phospho-ERK AlphaScreen. Potency, µM (doses to about 11.5 µM), for inactives: at the top dose activity change, negative = inhibition, hits mostly inhibitors; active = well fitted inhibition curve with a large enough effect; inconclusive = small, poorly fitted or top-dose-only effect, or effect the other way;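 also: plate controls were stimulated vehicle wells for no effect and unstimulated vehicle basal for full effect; nearly all actives have a fitted effect of over 55% in size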
#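 HEK293 cells stably expressing V1b receptor, serum-reduced (1% FBS) overnight, got compound for 30 min at 37C, then 25 nM EGF for 5 min. Lysate phospho-ERK read by AlphaScreen SureFire; AC50 from Hill fits.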
# The depositor's hits bear a star; ? = inconclusive; [ ] = another dose, or the depositor's remark. Potency is read from the fitted curve at half-maximal effect.
ERK EGF block,SMILES
7.7%,O=[N+]([O-])c1ccc(Oc2ccc(C(F)(F)F)cn2)cc1
5.8%,COc1ccc(Cc2n[nH]c(=S)n2-c2ccc3c(c2)OCCO3)cc1
-1.5%,COC(=O)CN1C(=O)CC(C)(C)Sc2ccccc21
1.1%,CCCC(c1nnnn1CCc1ccccc1)N1CCC(C(N)=O)CC1 (stereo not drawn)
3.7%,O=C(COC(=O)c1cn(-c2ccccc2)nc1-c1ccc(F)cc1)Nc1ncc(Cl)cc1Cl
-5.4%,CC1=NN(C(=O)Cn2nc([N+](=O)[O-])cc2C)C(O)(C(F)(F)F)C1 (stereo not drawn)
0.6%,COCCNC(=O)CSc1ccccc1C(=O)NCC1CCCCC1
-3.7%,CCCCCCCCCC(=O)Nn1cnc2ccccc2c1=O

# The last 3 records of the part before lead into the next.
ERK EGF block,SMILES
-5.4%,CC1=NN(C(=O)Cn2nc([N+](=O)[O-])cc2C)C(O)(C(F)(F)F)C1 (stereo not drawn)
0.6%,COCCNC(=O)CSc1ccccc1C(=O)NCC1CCCCC1
-3.7%,CCCCCCCCCC(=O)Nn1cnc2ccccc2c1=O
1.7%[57.5 µM],COc1ccc(/C=C/c2nnc(NC(=O)C(C)C)s2)cc1
-1.2%,CCOC(=O)C1CCN(C(=O)c2cccs2)CC1
23.1%,O=C(c1ccco1)N1N=C(c2ccc(Cl)cc2)CC1(O)C(F)(F)F (stereo not drawn)
-1.6%,CCOc1cc(/C=N/N=C2/NC(=O)C(CC(=O)O)S2)ccc1OCc1ccc(Cl)cc1 (stereo not drawn)
-4.9%,COc1ccc(-c2nc(CN(Cc3cnn(C)c3)C(C)C)c(C)o2)c(OC)c1
3.1%,CCOC(=O)C(CC)/C(C)=N\NC(=O)c1ccccc1O (stereo not drawn)
2.8%,Nc1ccc2c(c1)Cc1cc([N+](=O)[O-])ccc1-2
2.4%,CSc1ccc(Cl)c(C(=O)OCC(=O)N(C)CCC#N)c1
1.9%,COCCSc1nnc(NS(=O)(=O)c2ccccc2)s1
8.5%,CC1CCCCC1NC(=O)CCCCCn1c(=S)[nH]c2ccccc2c1=O (stereo not drawn)
-1.1%,CC(C)(C)n1nnnc1C(c1ccc(C(F)(F)F)cc1)N(Cc1ccc(F)cc1)Cc1ccco1 (stereo not drawn)
-18.8%[57.5 µM],O=C(O)CC(c1cccc([N+](=O)[O-])c1)N1Cc2ccccc2C1=O (stereo not drawn)
-4.1%,CCOc1ccccc1NC(=O)NCCC1=CCCCC1
?,COc1ccc2oc(=O)c(/C(C)=N/Nc3ccccc3)cc2c1
11.6%[57.5 µM],COCCn1c(-c2ccc(Br)cc2)nc2oc3cc(OC)ccc3c(=O)c2c1=O
-1.7%,Cc1nc2ccccc2c2oc(C(=O)NCCN3CCCCC3C)cc12 (stereo not drawn)
-3.4%,CCSc1nnc(NC(=O)CSc2nnc(CNC(=O)c3ccc(OC)c(OC)c3)o2)s1
-12.7%,O=C(C1CCN(C2CCN(Cc3ccc4cc(F)ccc4n3)CC2)CC1)N1CCCC1
-2.8%,CCCC(C)C(=O)OCC(=O)Nc1ccc(Br)cc1 (stereo not drawn)
4.4%,Cc1ccccc1-n1c(C)c(C#N)c(=O)c(-[n+]2ccccc2)c1[S-]
-6.6%,CCOC(=O)C1=NN(c2cccc(Cl)c2)C2=NC(C)=C(C(=O)OC)C(c3cccs3)N12 (stereo not drawn)
?,C=C1C2(C(=O)Nc3ccc(SC(F)F)cc3)CCC(C2)C1(C)C (stereo not drawn)
-8.3%[57.5 µM],O=S(=O)(NC1CCN(Cc2ccccc2)CC1)c1ccc(Cl)cc1
-12.6%[57.5 µM],COc1ccc(C2OC(=O)Cc3cc(OC)c(OC)cc32)cc1 (stereo not drawn)
1.1%[57.5 µM],CCO[C@@H]1OC(C(N)=O)=C[C@H](C2CCCCC2)[C@H]1CCCO
-5.9%[57.5 µM],O=C(NCCc1nc2ccccc2[nH]1)/C(=C/c1ccc(F)cc1)NC(=O)c1ccco1
1.6%[57.5 µM],CCO[C@H]1OC(C(=O)N2CCOCC2)=C[C@@H](c2ccc(C(F)(F)F)cc2)[C@@H]1CCCO
2.0%[57.5 µM],CCC(=O)c1ccc(OCC(=O)Nc2ccc3nc(C)sc3c2)cc1
-3.0%,COc1ccc(N(C(=O)/C=C/C(=O)Nc2cc(C)on2)C(C(=O)NC2CCCC2)c2ccccc2C)cc1 (stereo not drawn)
-2.5%,O=C(COc1ccccc1)NNc1nc2c(F)cccc2s1
1.7%,CCc1ccccc1NC(=S)NNC(=O)c1ccccc1Cl
-7.9%[57.5 µM],C/C(=N/NC(=O)c1ccccn1)c1c[nH]c2ccccc12
11.8%,CC(C)N(Cc1cnn(C)c1)Cc1nc(Cc2ccccc2Cl)no1
-5.2%,CCCNC(=S)N1CCN(Cc2ccc3c(c2)OCO3)CC1
7.4%,O=C(CCCOc1ccc(Cl)cc1Cl)NN1CCOCC1
-6.2%,O=c1oc2ccccc2c(N2CCOCC2)c1[N+](=O)[O-]
9.6%,C/C(=N\NC(=O)c1cccc([N+](=O)[O-])c1)c1ccncc1
-2.5%,CCOc1ccc(NC(=O)CC2C(=O)N(c3ccc(OC)cc3)C(=S)N2Cc2ccccn2)cc1 (stereo not drawn)
8.1%,CC(C)CC(NC(N)=O)C(=O)NCc1ccc(Cl)cc1 (stereo not drawn)
-6.4%,CC1CCc2c(sc(NC(=O)c3ccccc3C(=O)O)c2C#N)C1 (stereo not drawn)
-2.3%,O=C(COc1ccc(Cl)cc1Cl)N(c1ccccn1)C1CCCCC1
7.4%[57.5 µM],COc1ccc(CCNC2=NCCS2)cc1OC
-3.6%[57.5 µM],Cc1cc(NC(=O)c2cc(-c3ccc(O)cc3)on2)no1
0.9%[57.5 µM],O=C(Nc1ccccc1)N1CCNCC1
0.7%,COc1ccc(NS(=O)(=O)c2cccc(NC(=O)CCS(=O)(=O)c3ccccc3)c2)cc1
-1.8%,COc1ccc(/C=N/NC(=O)c2[nH]nc3c2CCc2ccccc2-3)cc1OC
9.8%,O=S(=O)(c1ccc(NC(=S)N/N=C/c2c3ccccc3cc3ccccc23)cc1)N1CCOCC1
17.9%[57.5 µM],Cc1ccc(S(=O)(=O)N2CCOCC2)cc1C(=O)N(C)CCOc1ccc(Cl)cc1
-8.2%,CCOc1cc(NC(=S)NCCCN2CCOCC2)c(OCC)cc1NC(=O)c1cccc(F)c1
5.7%,CCCCn1c(=O)[nH]c2nc3cc(N)ccc3nc2c1=O
9.3%,Cc1ccc(NC(=S)N2CCOCC2)cc1
6.4%,O=S(=O)(/C=C/c1ccccc1)Nc1cccc(S(=O)(=O)NC2=NCCC2)c1
14.4%[57.5 µM],Cc1ccc(S(=O)(=O)C2(C(=O)NCc3ccccc3Cl)CC2)cc1
4.1%,COCC(=O)N1CCC2(CCCN(C(=O)Nc3ccc(OC)cc3)C2)CC1
-2.5%,COc1ccc(C(=O)Nc2ccc(NC(=O)c3cccs3)cc2)cc1Cl
-7.7%,Cc1ccc2nc(-c3ccc(SCC(=O)Nc4ccc5c(c4)OCCO5)nc3)[nH]c2c1

# Going on with the list:
ERK EGF block,SMILES
10.3%,CC(=O)c1c(C)[nH]c(C(=O)CSc2nnc3ccccn23)c1C
-5.7%,CCOc1cc(C(=O)N/N=C/C(Br)=C/c2ccccc2)cc(OCC)c1OCC
2.1%,COc1cc(C(=O)Nc2c(C)cc(C)cc2C)c(Br)c(OC)c1OC
-4.2%,CC(=O)Nc1ccc(/C=N/NC(=S)NC(C)C)cc1
-13.1%[57.5 µM],CCN(CC)C(=O)c1ccc(O)c(OC)c1
-3.5%,CCOc1ccc(CNC(=O)c2ccc(Sc3ccc(Cl)cc3)c(NC(C)=O)c2)cc1
3.4%[57.5 µM],NC(=O)c1ccc(/C(N)=N/S(=O)(=O)c2cc(C(F)(F)F)cc(C(F)(F)F)c2)cc1
?,COc1ccc(Oc2ccc(C(F)(F)F)cc2NC(=O)c2ccc(C)cc2)cc1
12.5%,COc1cccc(CNC(=O)C2CCN(S(=O)(=O)N3CCC4(CC3)OCCO4)CC2)c1
2.3%,CC1(C)Oc2ccc3ccc(=O)oc3c2/C(=C/NC2CCCCC2)C1=O
-2.7%,C/C(=N\NC(=O)c1nonc1N)c1cccs1
-10.4%,CCc1cccc(CC)c1NC(=O)Cn1c(-c2ccc(F)cc2)noc1=O
14.7%,C/C(=N\NC(=O)c1nn(C)cc1Br)c1ccncc1
4.7%,Cc1ccc(CN2CCN(Cc3cccc4c3OCO4)CC2CCO)cc1 (stereo not drawn)
1.4%,CC1(C)CC(=O)C(CC(=O)N2CCC(Cc3ccccc3)CC2)C(=O)C1
10.2%,CCOc1ccc(/C=N/Nc2ccccn2)cc1

# Structures shown so far that have bromine:
ERK EGF block,SMILES
11.6%[57.5 µM],COCCn1c(-c2ccc(Br)cc2)nc2oc3cc(OC)ccc3c(=O)c2c1=O
-2.8%,CCCC(C)C(=O)OCC(=O)Nc1ccc(Br)cc1 (stereo not drawn)
-5.7%,CCOc1cc(C(=O)N/N=C/C(Br)=C/c2ccccc2)cc(OCC)c1OCC
2.1%,COc1cc(C(=O)Nc2c(C)cc(C)cc2C)c(Br)c(OC)c1OC
14.7%,C/C(=N\NC(=O)c1nn(C)cc1Br)c1ccncc1

# (further entries)
ERK EGF block,SMILES
-2.9%,CCCCCCSc1nsc(NC(=O)CCC)n1
-0.3%,O=C(NCCCN1CCOCC1)C(=O)N/N=C/c1c2ccccc2cc2ccccc12
-1.9%,COc1cc(NC(=O)c2ccc(C)cc2)c(OC)cc1NC(=O)CN1CCCCC1
-3.7%,CC1=CC2=NC(=O)/C(=C\c3cccn3CCOc3cc(C)cc(C)c3)C(=N)N2O1
1.6%,COCCNS(=O)(=O)c1ccc2c3c(cccc13)C(=O)N2C
?,Cc1nn(-c2ccccc2)c(=S)c2ccccc12
9.3%,CCOC(=O)c1[nH]c2ccc(OC)cc2c1NC(=S)N1CCN(c2ccccc2OC)CC1
0.7%,O=C(O)CCNS(=O)(=O)c1ccccc1Br
?,Cc1cc(C)n(-c2nc(N(c3ccccc3)c3ccccc3)nc(-n3nc(C)cc3C)n2)n1
-5.2%,CC(OC(=O)c1cccn1C)C(=O)Nc1ccc2c(c1)OCO2 (stereo not drawn)
20.0%,Cn1c(Cn2c(=O)sc3ccccc32)nnc1SCc1ccc(F)cc1
-6.1%[57.5 µM],COCCCNC(=O)CN1C(=O)/C(=C/c2ccccc2)Sc2ccccc21
0.8%,CCOC(=O)c1[nH]c(C)c(C(=O)NC)c1C
5.6%,O=C1C2C3C=CC(C3)C2C(=O)N1CCN1CCN(Cc2ccc([N+](=O)[O-])cc2)CC1 (stereo not drawn)
-4.9%,O=S(=O)(c1ccc2ccccc2c1)N1CCN=C1SCc1cccnc1
-2.4%[57.5 µM],CC(C)(C)NC(=O)C(=O)NC(=O)c1c(F)cccc1Cl
-13.3%[57.5 µM],C/C=C(/C)C(=O)Nc1cccc(C2=NOC3(C2)C[C@@H](C(N)=O)N(C(=O)c2ccc(OC)cc2)C3)c1 (stereo partly drawn)
-3.3%,O=C(CSc1nnc(NC(=O)c2ccccc2F)s1)Nc1ccccc1F
-10.3%[57.5 µM],O=C(N/N=C/c1ccc[nH]1)c1ccccc1OCc1ccc(F)cc1
-1.5%,COC(=O)CCC(=O)N1CCCC(CO)(Cc2ccccc2C)C1 (stereo not drawn)
15.8%,COc1ccccc1CN1CC[C@@]2(CCCN(C(C)=O)C2)C1
-2.4%[57.5 µM],O=C(Cc1ccccc1Cl)Nc1nc2ccccc2[nH]1
-1.8%,Clc1ccccc1Nc1nnc(-c2ccncc2)s1
1.1%[57.5 µM],O=C(C1=C[C@H](C2CC2)C[C@H](OCCCCO)O1)N1CCN(Cc2ccc3c(c2)OCO3)CC1
10.4%[57.5 µM],CC(=O)c1ccc(N/N=C2/CCCNC2=O)cc1
0.4%,CCCN1C2=C(C(=O)CCC2)C(c2ccc(O)c(Br)c2)C2=C1CCCC2=O
1.1%,CCCC(=O)NC(c1ccc2c(c1)OCO2)c1cc(Cl)c2cccnc2c1O (stereo not drawn)
6.5%,CCCCNC(=O)CO/N=C(\C)c1cc2ccccc2o1
10.4%[57.5 µM],N/C(CCS(=O)(=O)c1ccc(Cl)cc1)=N\OC(=O)c1ccccc1C(F)(F)F
-13.0%,Cn1c(=O)[nH]c(=O)c2c1nc(SCCO)n2CC(O)COc1ccccc1 (stereo not drawn)
-0.3%,O=C(CSc1ncn[nH]1)Nc1ccc2c(c1)CCC2
-14.9%,O=C(O)Cc1ccc(NC(=O)Nc2ccc(Br)cc2)cc1

# Individual results from above:
# Cn1c(=O)[nH]c(=O)c2c1nc(SCCO)n2CC(O)COc1ccccc1 (stereo not drawn) – ERK EGF block = -13.0%
# O=C(O)Cc1ccc(NC(=O)Nc2ccc(Br)cc2)cc1 – ERK EGF block = -14.9%
# CCCCNC(=O)CO/N=C(\C)c1cc2ccccc2o1 – ERK EGF block = 6.5%
# N/C(CCS(=O)(=O)c1ccc(Cl)cc1)=N\OC(=O)c1ccccc1C(F)(F)F – ERK EGF block = 10.4%[57.5 µM]

# Next compounds.
ERK EGF block,SMILES
6.2%,O=C(NCC1CCCO1)c1ccc(Oc2ccc([N+](=O)[O-])cc2Cl)cc1 (stereo not drawn)
-1.5%,O=C(OCC(=O)N1CCCC1)c1ccc(OC(F)(F)F)cc1
-21.9%[57.5 µM],Cc1ccc2nc(-c3ccc(NC(=O)CSc4nc(N)cc(=O)[nH]4)cc3)sc2c1
-10.0%,Cn1nnnc1SCc1ccc(CSc2nnnn2C)cc1
4.0%,CCOc1ccccc1N1CCN(C(=S)Nc2ccc(S(N)(=O)=O)cc2)CC1
-29.6%,CCc1ccc(CC(=S)N2CCOCC2)cc1
2.6%,CCc1ccc(S(=O)(=O)Nc2cccc(-c3ccc4nncn4n3)c2)s1
1.5%,CC1=C(C(=O)Nc2ccccc2C)C2(CCCCC2)C(C(N)=O)C(=S)N1 (stereo not drawn)
4.3%[57.5 µM],O=S(=O)(c1ccccc1Oc1ccc(Cl)cc1Cl)N1CCCCC1
1.3%,Cc1cc(C)c2c(=O)[nH]c(SCc3ccccc3C)nc2n1

# Not all compounds are listed; the hit share may differ from the screen's.
